Screening data from PubChem BioAssay.
PLCg1 inh: PLC-gamma1 enzyme inhibitors, primary screen, biochemical, fluorescence, purified enzyme. 1-phosphatidylinositol 4,5-bisphosphate phosphodiesterase gamma-1 (Homo sapiens), P19174. fluorogenic substrate. inhibition, % at 12.2 µM. actives 0.84% (n = 370,000); in the data active means inhibition above about 9.5%
SMARCA2 act: SMARCA2 (BRM) function activators, primary screen, cell-based, luminescence, high throughput. MG213 cells, MMTV-luciferase reporter, dexamethasone, overnight. activation, % at 9.1 µM. actives 1% (n = 370,000); in the data active means activation above about 7.8%;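 further: 0% = vehicle wells and 100% = reference activator wells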
ADAM17 inh: ADAM17 inhibitors, primary screen, biochemical, QFRET. recombinant ADAM17, EDANS/DABCYL FRET peptide cleavage. inhibition, % at 6.95 µM. actives 0.83% (n = 370,000). Disintegrin and metalloproteinase domain-containing protein 17 (Homo sapiens), P78536;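 active means inhibition above the mean of compounds lying between control limits plus 3 SD, set per campaign, cut at about 8.5% in these data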;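 further: 0% = DMSO-only wells as the low control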
Target sequence (P78536 215-824 limits assumed): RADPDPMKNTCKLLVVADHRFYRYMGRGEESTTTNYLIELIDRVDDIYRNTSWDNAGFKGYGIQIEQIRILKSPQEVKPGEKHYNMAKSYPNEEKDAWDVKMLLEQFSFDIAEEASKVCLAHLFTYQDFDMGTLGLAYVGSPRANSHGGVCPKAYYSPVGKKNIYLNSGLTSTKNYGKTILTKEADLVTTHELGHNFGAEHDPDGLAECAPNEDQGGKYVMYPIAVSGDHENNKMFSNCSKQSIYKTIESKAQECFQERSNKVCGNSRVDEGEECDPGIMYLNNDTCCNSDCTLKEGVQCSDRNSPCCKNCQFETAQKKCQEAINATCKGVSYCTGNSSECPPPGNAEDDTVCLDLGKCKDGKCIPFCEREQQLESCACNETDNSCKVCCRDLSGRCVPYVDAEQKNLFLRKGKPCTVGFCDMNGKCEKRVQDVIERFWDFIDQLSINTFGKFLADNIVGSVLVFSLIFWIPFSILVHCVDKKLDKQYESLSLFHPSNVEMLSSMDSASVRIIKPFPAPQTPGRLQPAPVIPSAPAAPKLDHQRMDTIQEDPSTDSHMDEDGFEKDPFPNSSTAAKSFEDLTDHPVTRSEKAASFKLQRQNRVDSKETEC
DAX1 inh-1: DAX1 (NR0B1) inhibitors, primary screen, cell-based, HEK293, Gal4-DAX1, luciferase luminescence | HEK293 Gal4-DAX1 luciferase reporter | inhibition, % at 6.75 µM | AID 504766, 2011 | actives 0.99% (n = 340,000);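 active means inhibition above the mean over all tested compounds plus 3 SD, cut at about 4.2% in these data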;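 further: 0% = DAX1-transfected cells with DMSO and 100% = empty-vector control cells with DMSO; inhibition shows as a rise in luminescence from relieved DAX1 repression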
Target sequence (P51843 207-470 limits assumed): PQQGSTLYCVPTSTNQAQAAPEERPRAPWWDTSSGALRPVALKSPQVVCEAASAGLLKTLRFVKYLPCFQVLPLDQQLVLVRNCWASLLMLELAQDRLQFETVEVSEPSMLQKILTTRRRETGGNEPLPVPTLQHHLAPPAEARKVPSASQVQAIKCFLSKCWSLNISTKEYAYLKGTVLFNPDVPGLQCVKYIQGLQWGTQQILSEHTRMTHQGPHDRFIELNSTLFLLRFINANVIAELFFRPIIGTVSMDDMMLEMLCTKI
MBD2 inh: inhibitors of MBD2 binding to methylated DNA, primary screen, biochemical, TR-FRET, DNA-binding domain, human. Methyl-CpG-binding domain protein 2 (Homo sapiens), Q9UBB5. MBD2 binding to methylated oligonucleotide. inhibition, % at 4.4 µM. actives 0.31% (n = 370,000); in the data active means inhibition above about 13%
PLC-beta3 inh: human PLC-beta3 inhibitors, primary screen, biochemical, fluorescence; actives 0.18% (n = 370,000); Purified PLC-beta3, fluorogenic substrate; inhibition, % at 12.2 µM; 1-phosphatidylinositol 4,5-bisphosphate phosphodiesterase beta-3 (Homo sapiens), Q01970; in the data active means inhibition above about 11%;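 further: 0% = median of compound wells on plate and 100% = full blocker control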
hgDAF-12 ag: H. glycines DAF-12 receptor agonists, primary screen, cell-based, luminescence, HEK293, GAL4 fusion, UAS-luciferase; Nuclear hormone receptor DAF-12 (Heterodera glycines), GAL4 fusion; HEK293 GAL4-hgDAF12 UAS-luciferase reporter, agonist luminescence; normalized to butyrate control; activation, % at 6.8 µM; actives 1.8% (n = 370,000);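 active means activation above a cutoff set at the mean of all screened compounds plus 3 SD, cut at about 10% in these data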;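 further: 0% = DMSO wells and 100% = sodium butyrate wells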
hcDAF12 agonist: H. contortus DAF-12 nuclear receptor activators, primary screen, cell-based, luminescence, HEK293, lit1-tk-luc reporter; HEK293 hcDAF-12 lit1-tk-luc reporter; 0% DMSO, 100% Δ7-dafachronic acid; activation, % at 6.8 µM; actives 1.4% (n = 370,000); AID 652067, 2013;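 active means activation above the mean of all tested compounds plus 3 SD, cut at about 5.5% in these data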;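 further: 100% = response to 3 µM Δ7-dafachronic acid high control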
ssDAF-12 act: S. stercoralis DAF-12 nuclear receptor activators, primary screen, cell-based, luminescence, HEK293, GRIP1 co-expression, lit1-tk-luc. Nuclear hormone receptor DAF-12 (Strongyloides stercoralis). HEK293 ssDAF-12/GRIP1 lit1-tk-luc reporter; % of 3 µM dafachronic acid response. activation, % at 6.8 µM. actives 1% (n = 370,000). AID 652126, 2013;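 active means activation above the mean over all tested compounds plus 3 SD, cut at about 0.9% in these data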;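 further: 0% = DMSO-only wells and 100% = 3 µM delta7-dafachronic acid wells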
DAX1 inh-2: DAX1 (NR0B1) inhibitors on StAR promoter, primary screen, cell-based, luminescence, SF-1 (NR5A1), full-length DAX-1; HEK293T StAR-luciferase reporter, SF-1/DAX-1 repression relief; inhibition, % at 6.8 µM; actives 1.1% (n = 370,000); AID 652010, 2013;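 active means inhibition above the mean over all tested compounds plus 3 SD, cut at about 3.6% in these data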;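 further: 0% = DAX-1 cells with DMSO and 100% = cells lacking DAX-1 with DMSO; higher inhibition means more luminescence from relief of DAX-1 repression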
NR1D1 modulator: modulators of Rev-erb alpha DNA binding, primary screen, biochemical, FITC-DNA, fluorescence polarization, uHTS. AID 1259318, 2017. activity, % at 10 µM. actives 0.79% (n = 370,000). Rev-erbα–FITC-DNA binding, 90 min. Nuclear receptor subfamily 1 group D member 1 (Homo sapiens), P20393;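 active means activity above about 14%, limit read from the data; passing the limit was not always enough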;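 further: 0% = DMSO wells with 35 nM protein and 100% = DMSO wells with 750 nM protein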
An asterisk follows results filed as active; i = inactive; x = not tested or not shown.

smiles	PLCg1 inh	SMARCA2 act	ADAM17 inh	DAX1 inh-1	MBD2 inh	PLC-beta3 inh	hgDAF-12 ag	hcDAF12 agonist	ssDAF-12 act	DAX1 inh-2	NR1D1 modulator
COc1ccc(NC(=S)N2CCN(C(c3ccccc3)c3ccccc3)CC2)cc1OC	1	1	2	-0.6	-1	-2	0.7	-2.7	0.3	-0.3	2
Cc1cccc(NC2=NC(=S)N(c3cccc(C(=O)O)c3)C23CCCCC3)c1	0	-1	0	-0.7	-2	0	1.0	1.1	-1.1	-0.5	3
COc1cc(=O)n(C)c2c(OCC(O)C(C)(C)O)cccc12 (stereo not drawn)	-5	1	-7	0.0	-5	-3	-1.6	-2.5	-1.9	0.3	0
Cc1ccc(NC2=C(N3CCOCC3)C(=O)c3ccccc3C2=O)cc1	1	1	6	0.7	0	-4	9.9	4.8	0.7	3.4	5
Cc1cc(-c2ccc(/C=N/n3cnnc3)o2)c(C)c([N+](=O)[O-])c1	-4	-1	2	-0.5	-3	-4	1.4	0.0	-1.3	-0.3	-5
Cc1cccc(N2CCN(C(=O)c3ccc4nc(N5CCCCC5)sc4c3)CC2)c1C	-1	1	3	3.9	-2	-7	1.6	1.4	-0.1	0.8	1
S=c1[nH]nc(-c2cccc(Cl)c2)n1Cc1ccccc1	-4	-2	0	0.8	-4	-4	-1.1	-3.6	-1.3	0.4	-4
Cc1ccc(-c2cc(-c3ccccc3)[nH]c(=S)c2C#N)cc1	-2	-4	-1	-1.7	-3	-4	-3.0	-1.2	-1.3	0.4	2
CCOc1cc(N2CCOCC2)c(OCC)cc1NC(=O)c1c(C)noc1C	1	-1	-11	1.4	2	-10	0.4	-1.3	0.0	-0.5	1
O=C(O)c1ccc(N=NN2CCCCC2)cc1	2	2	-1	x	-5	-2	14*	0.9	0.1	3.1	-4
COc1ccc(CC(=O)OCC(=O)NCc2ccccc2Cl)cc1	3	-3	-1	-0.8	-5	-3	2.1	-0.4	-1.3	0.1	2
COc1cc(C=O)cc(OC)c1OS(=O)(=O)c1ccc(NC(C)=O)cc1	3	5	-1	-1.5	1	2	-0.7	-0.3	-0.8	-0.5	2
CC(C)CC(NS(=O)(=O)c1ccc2c(c1)oc(=O)n2C)C(=O)NCc1cccnc1 (stereo not drawn)	4	-2	0	2.0	-7	0	1.6	2.2	-1.4	-0.4	1
CCOC(=O)CSc1nnc(-c2cccnc2)n1C	-2	-2	-5	0.9	5	4	-2.3	0.6	-1.0	0.2	-6
Cc1ccc(/C=N/n2c(COc3ccccc3)n[nH]c2=S)o1	-3	0	2	-0.8	1	-2	-1.3	-1.5	-1.2	0.3	7
c1ccc(-c2nnc3oc(-c4cccs4)nn23)cc1	-5	0	-2	-1.0	0	3	-0.2	0.5	-1.5	-0.8	-4
Nc1ccc(C(=O)OCC(=O)c2cccc([N+](=O)[O-])c2)cc1	0	3	-2	0.5	3	-2	-0.9	-0.4	-1.2	-0.5	0
COc1ccc(-n2c(-c3ccco3)nc3c(cnn3-c3ccccc3C)c2=O)cc1	-1	2	-2	0.0	-5	-6	-0.6	-1.0	-1.9	-1.0	3
CSc1nnc(-c2cc3c(-c4ccccc4)nn(C)c3s2)n1C	-6	0	-16	0.8	-2	-9	-1.5	-2.4	-1.3	-0.1	-8
CCCOc1ccc(S(=O)(=O)N2CCOCC2)cc1[N+](=O)[O-]	1	0	3	-0.6	-3	0	-0.3	-0.4	-1.7	-0.4	-2
Clc1cccc(OCc2nc(-c3ccncc3)n[nH]2)c1	-1	-2	-2	-0.1	-5	-1	-1.8	-2.4	-1.0	-0.6	2
Cc1ccc(Nc2nc(CSc3nnc(-c4ccccc4)n3C)cs2)cc1	1	2	1	1.2	-1	0	14*	3.8	0.1	2.1	-3
Cn1c(=O)n(CCOc2ccc([N+](=O)[O-])cc2)c2ccccc21	2	1	0	0.6	3	-7	4.6	-0.2	-0.8	-0.1	7
COc1ccccc1C(=O)NC(CCSC)C(=O)OCC(=O)c1ccc[nH]1 (stereo not drawn)	-3	1	0	0.0	-5	-1	0.4	-1.2	-1.1	1.1	-10
CC(=O)N1CCN(c2nc(-c3ccco3)c3c(c2C#N)CC(C)(C)SC3)CC1	-139	0	-26	-0.3	4	-171	-1.6	-0.9	-1.6	-1.1	-5
COc1ccccc1N(C(=O)c1snc(C(N)=O)c1N)C(C(=O)NC1CCCC1)c1ccc2ncccc2c1 (stereo not drawn)	-94	0	-94	1.6	-3	-125	-2.4	-2.0	-1.4	-0.3	6
Cc1sc2ncnc(N[C@@H](Cc3c[nH]c4ccccc34)C(=O)O)c2c1C	-7	-1	4	-0.3	3	-11	5.5	7.0*	0.7	0.5	-2
COC(=O)c1ccc(N=Nc2ccccc2)cc1	3	3	0	0.2	-4	5	5.4	1.0	-0.6	2.4	8
COc1ccccc1-c1nc(=S)c(C(C)=O)c(C)[nH]1	2	12*	-1	x	0	-5	0.0	-0.6	-0.8	0.3	2
CC(O)C(=O)N/N=C/c1cccc2ccccc12 (stereo not drawn)	-1	3	-2	-1.1	-4	0	-2.5	-0.1	-1.1	0.0	2

Compound profiles, as listed above.
`CSc1nnc(-c2cc3c(-c4ccccc4)nn(C)c3s2)n1C` is listed as PLCg1 inh: -6; SMARCA2 act: 0; ADAM17 inh: -16; DAX1 inh-1: 0.8; MBD2 inh: -2; PLC-beta3 inh: -9; hgDAF-12 ag: -1.5; hcDAF12 agonist: -2.4; ssDAF-12 act: -1.3; DAX1 inh-2: -0.1; NR1D1 modulator: -8
`COc1ccc(-n2c(-c3ccco3)nc3c(cnn3-c3ccccc3C)c2=O)cc1` is listed as PLCg1 inh: -1; SMARCA2 act: 2; ADAM17 inh: -2; DAX1 inh-1: 0.0; MBD2 inh: -5; PLC-beta3 inh: -6; hgDAF-12 ag: -0.6; hcDAF12 agonist: -1.0; ssDAF-12 act: -1.9; DAX1 inh-2: -1.0; NR1D1 modulator: 3

(continued)
smiles	PLCg1 inh	SMARCA2 act	ADAM17 inh	DAX1 inh-1	MBD2 inh	PLC-beta3 inh	hgDAF-12 ag	hcDAF12 agonist	ssDAF-12 act	DAX1 inh-2	NR1D1 modulator
CCOC(=O)N1CCN(C(=O)Cc2ccccc2[N+](=O)[O-])CC1	0	-1	0	0.3	0	-10	-0.7	3.1	-0.2	-0.2	-3
Nc1nonc1-n1nnc(C(=O)N/N=C/c2ccccc2Cl)c1CN1CCOCC1	4	5	-4	-1.8	3	3	2.1	-1.2	-1.4	-1.0	5
Cc1cc(-c2csc(NC(=O)c3ccc(=O)[nH]c3)n2)c(C)n1Cc1ccco1	-20	1	-2	1.8	10	-35	0.2	1.2	-1.0	0.3	-37
COc1cccc(C2C(C(=O)c3cc4ccccc4o3)=C(O)C(=O)N2c2cc(C)on2)c1OC (stereo not drawn)	-24	0	-19	0.2	-11	-27	2.6	1.2	-0.2	1.4	4
OCC1(Cc2ccccc2C(F)(F)F)CCN(Cc2ccccc2)CC1	1	-1	-3	-0.2	2	-2	-1.1	2.8	-0.4	0.2	6
CCOC(CNC(=O)c1[nH]c(C(F)(F)F)nc1-c1ccccc1)OCC	1	1	-3	x	5	5	-1.6	-1.1	-0.4	-0.8	-2
CCN(CC)C(=O)c1[nH]cnc1C(=O)NCCCCCNC(=O)OC(C)(C)C	0	-2	-7	1.2	4	-2	-0.6	-0.3	-1.2	0.6	-6
COCCn1c(SCC(=O)N2CCCC2)nc2c([nH]c3ccccc32)c1=O	1	-1	-6	-0.6	-2	-3	-0.2	3.2	0.7	-0.5	-1
Cc1cc(C(=O)COc2ccccc2[N+](=O)[O-])c(C)n1C1CC1	-1	0	-4	0.7	-4	0	2.8	1.8	-1.1	1.5	0
CC(C)CSc1nnc2[nH]c(=O)cc(N)n12	-3	0	-3	-0.3	-2	2	-1.2	-0.9	-0.8	0.2	-3
Cc1ccccc1Nc1ccc([N+](=O)[O-])cn1	3	0	-3	0.2	5	2	5.8	0.2	-0.8	-0.5	-4
O=C(O)/C=C/c1cn(Cc2ccccc2)nc1-c1ccccc1	-1	-1	-2	1.1	-2	-5	-0.9	2.0	-0.8	0.7	-3
O=C(CSc1nnc(COc2ccccc2)n1-c1ccccc1)c1cccs1	6	0	6	1.8	-5	1	-2.7	-3.1	-1.1	-0.2	1
O=C(Nc1ccc(Br)cn1)c1ccc2ccccc2c1	1	9.3*	-1	1.7	-2	-2	14*	4.5	1.6*	1.9	3
Cc1ccc2[nH]c3c(c2c1)CN(C(=O)CN1CCN(C(=O)c2ccco2)CC1)CC3	-217	-6	-14	x	-3	-296	-2.1	-1.4	-1.1	0.4	2
c1ccc2c(c1)OCC(c1nnc3n1-c1ccccc1SC3)O2 (stereo not drawn)	0	0	0	-0.2	7	-3	-1.2	-2.2	-1.4	-0.2	-3
COC(=O)C1=C(C)N(CC(C)C)C(=O)C1	3	5	1	-0.9	-1	3	-0.5	-1.1	-1.5	-0.4	-3
O=C(O)/C(=C\c1ccc(-c2ccccc2[N+](=O)[O-])o1)c1ccccc1	-133	1	-25	2.4	0	-160	3.9	5.7*	0.9*	0.1	-4
CN(C)/C=C/C(=O)c1ccc(Cl)c([N+](=O)[O-])c1	-2	-3	-4	-0.4	-1	-2	-0.7	-2.5	-0.7	0.2	-1
O=C(N1CCOCC1)N1CCOCC1	-1	-2	-5	-0.9	9	-3	1.6	-0.4	-1.4	0.2	-6
COc1cnc(-c2cccc(C(F)(F)F)c2)nc1OC	0	-3	-6	1.7	-1	-6	-1.0	-1.4	-1.8	0.4	6
CCCCCOC(=O)c1ccc(N2C(=O)C3C4C=CC(C4)C3C2=O)cc1 (stereo not drawn)	0	-3	3	-0.2	2	2	0.8	-2.1	-1.7	-0.1	2
CC(=O)c1sc(N/N=C\c2c(O)ccc3ccccc23)nc1C	-59	2	-1	1.2	-7	-97	7.1	2.8	-0.8	0.5	-1
CCN(CC(=O)Nc1ccccc1C(F)(F)F)C(=O)c1ccccc1OCc1ccc(F)cc1	-4	-2	-1	-2.0	0	-8	1.2	-1.4	-1.5	-2.7	5
CCCC(=O)Nc1cc(C)c(NC(=O)c2ccccn2)cn1	0	-2	-1	1.4	-5	1	4.3	-1.7	-0.6	-0.1	5
CNc1cnc(-c2ccc(C(=O)N3CCOCC3)cc2)cn1	-320	4	i	x	-1	-385	7.1	2.5	-1.0	1.1	-1
